KDM5B inh = KDM5B demethylase inhibition | Q9UGL1 | KDM5B demethylase, FDH-coupled NADH fluorescence (FDH is formaldehyde dehydrogenase) | Potency, µM (series often up to 57.7 µM), without a hit: at the top dose activity change, negative = inhibition, hits mostly inhibitors | 220,000 tested, 2.6% active | AID 1347165; active means well fitted inhibition curve with a large enough effect; inconclusive means small, poorly fitted or top-dose-only effect; inactive means no such curve, though single readings can be large or run the other way; further: 0% is about no effect; nearly all actives have a fitted effect of over 70% in size
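Compound dilutions met 200 nM (final) KDM5BΔAP for 10 min at room temperature before substrate addition. The substrate mix held 12.5 µM H3K4me3 with cofactors 25 µM α-ketoglutarate and 50 µM Fe²⁺. NADH signal gain over 30 min defined activity.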
* = called active by the depositor; & = joins results of further samples; [ ] = dose if it differs, or a comment. Potency means the concentration at half of the fitted maximal effect. A portion of the library; count on the stated rates, not on these rows.

The first 13 compounds (preview)
NC(N)=NS(=O)(=O)c1ccccc1 was read as KDM5B inh 19%.
Screening CC(C)CCn1c(SCc2ccc(F)cc2)nc2c1c(=O)[nH]c(=O)n2C returned KDM5B inh 13%.
For O=C(NCc1ccccc1)C(=O)NCC(c1ccco1)S(=O)(=O)c1ccccc1 (stereo unspecified) the results were KDM5B inh -12%.
For COc1ccc(C(=O)N2C[C@@H]3OCC(=O)N(CC4CC4)[C@@H]3C2)cc1 the results were KDM5B inh 6%[86.2 µM].
For CO[C@H]1C(=O)N(C(C)C)[C@H]1C1CCN(C(=O)c2ccc(C)nc2)CC1 the results were KDM5B inh -15%.
`CCCN(CC(N)=O)Cc1ccc(C#N)cc1` gave KDM5B inh 2%.
COc1ccc(NC(=O)N(C)CC2CCOCC2)cc1F was read as KDM5B inh -10%.
Screening C#CCN(C)C(=O)[C@@H](C)C1CC[C@@]2(C)Cc3sc(NC(=O)C4CC4)nc3[C@@H](C)[C@@H]2[C@H]1O (stereo partly specified) returned KDM5B inh inconclusive.
COCCN1C(=O)[C@@H]2C[C@@H](CN2C)Oc2ccccc21 was read as KDM5B inh -18%[115 µM].
Screening CC(C)C[C@@H]1N[C@H](C(=O)NCCN(C)C)Cc2cn(Cc3ccccn3)c3cccc1c23 returned KDM5B inh inconclusive.
For Cc1nn(C)c(C)c1CC(=O)Nc1nc(C(C)C)cs1 the results were KDM5B inh 4%.
COc1ccc2cc3cc(C(=O)Nc4ccccc4C)oc3nc2c1 was read as KDM5B inh inconclusive.
CC(C)c1ccc(CNC(=O)Nc2ccccc2Cl)cc1 was read as KDM5B inh 13%.

The list itself, from the start:
NC(N)=NS(=O)(=O)c1ccccc1 was read as KDM5B inh 19%.
Screening CC(C)CCn1c(SCc2ccc(F)cc2)nc2c1c(=O)[nH]c(=O)n2C returned KDM5B inh 13%.
For O=C(NCc1ccccc1)C(=O)NCC(c1ccco1)S(=O)(=O)c1ccccc1 (stereo unspecified) the results were KDM5B inh -12%.
For COc1ccc(C(=O)N2C[C@@H]3OCC(=O)N(CC4CC4)[C@@H]3C2)cc1 the results were KDM5B inh 6%[86.2 µM].
For CO[C@H]1C(=O)N(C(C)C)[C@H]1C1CCN(C(=O)c2ccc(C)nc2)CC1 the results were KDM5B inh -15%.
`CCCN(CC(N)=O)Cc1ccc(C#N)cc1` gave KDM5B inh 2%.
COc1ccc(NC(=O)N(C)CC2CCOCC2)cc1F was read as KDM5B inh -10%.
Screening C#CCN(C)C(=O)[C@@H](C)C1CC[C@@]2(C)Cc3sc(NC(=O)C4CC4)nc3[C@@H](C)[C@@H]2[C@H]1O (stereo partly specified) returned KDM5B inh inconclusive.
COCCN1C(=O)[C@@H]2C[C@@H](CN2C)Oc2ccccc21 was read as KDM5B inh -18%[115 µM].
Screening CC(C)C[C@@H]1N[C@H](C(=O)NCCN(C)C)Cc2cn(Cc3ccccn3)c3cccc1c23 returned KDM5B inh inconclusive.
For Cc1nn(C)c(C)c1CC(=O)Nc1nc(C(C)C)cs1 the results were KDM5B inh 4%.
COc1ccc2cc3cc(C(=O)Nc4ccccc4C)oc3nc2c1 was read as KDM5B inh inconclusive.
CC(C)c1ccc(CNC(=O)Nc2ccccc2Cl)cc1 was read as KDM5B inh 13%.
`O=C(Nc1ccc2c(c1)OCCO2)N1CCC(Cc2nc(-c3ccncc3)n[nH]2)C1` (stereo unspecified) gave KDM5B inh -13%.
Screening Cc1cc(=O)oc2cc(OCC(=O)N3CCC(O)CC3)c(Cl)cc12 returned KDM5B inh inconclusive.
For COc1ccc(F)cc1C(=O)N1CC[C@@H]2[C@@H](CCC(=O)N2CCN)C1 the results were KDM5B inh -18%.
For O=C(c1ccc(-c2ccccc2)cc1)N1CCN(CC2CC=CCC2)CC1 (stereo unspecified) the results were KDM5B inh inconclusive.
For O=C(NC1CCCCCC1)C1CCN(c2cc(C(F)(F)F)ncn2)CC1 the results were KDM5B inh 2%.
`Cc1cnc(-c2ccccc2)n1C1CCCN(C(=O)c2cccn2C)C1` (stereo unspecified) gave KDM5B inh 1%.
For CCCN(C(=O)c1cc2c(=O)oc3ccccc3c2s1)c1cccc(Cl)c1 the results were KDM5B inh -30%.
For CC(C)[C@@H]1CN(C(=O)CCn2ccc(=O)[nH]c2=O)C[C@H]1NC(=O)N(C)C the results were KDM5B inh 25%.
Screening O=C(NC1CCCC1)C(=O)c1c[nH]c2ccccc12 returned KDM5B inh -21%.
Screening COc1ccc(C[C@H](NC(=O)C2=C[C@@H](NS(=O)(=O)c3cccs3)[C@@H](O)[C@H](O)C2)C(N)=O)cc1 returned KDM5B inh 10%.
C[C@@H](NS(=O)(=O)c1ccc(Cl)cc1)c1onc(-c2ccc(F)cc2)c1C(=O)O was read as KDM5B inh -4%[86.2 µM].
For CC(=O)Nc1ccc(NC(=O)COC(=O)c2oc3ccccc3c2C)cc1 the results were KDM5B inh 13%.
`O=C(NCc1ccco1)C1c2ccccc2C(=O)N(C2CCCC2)C12CCCC2` (stereo unspecified) gave KDM5B inh 14%.
Screening Cc1nnc(SCC(=O)c2c[nH]c(C(=O)N3CCCC3)c2)n1C1CC1 returned KDM5B inh -2%.
CCC(=O)Nc1cc(C)c(O)c(-c2nc3ncccc3o2)c1 was read as KDM5B inh -14%.
`COc1ccc(NC(=O)CSc2nc3c(cnn3-c3ccccc3)c(=O)[nH]2)c(OC)c1` gave KDM5B inh 16%.
`Cc1ccc(C(=O)N[C@@H]2CN(S(C)(=O)=O)C[C@H]2CN(C)C)cc1C` gave KDM5B inh -35%.
`COc1ccc(-c2nn(C)c(-c3ccc(OC)cc3)c2-c2nc3ccccc3n2C)cc1` gave KDM5B inh -9%.
For COc1ccc(OC)c(NC(=O)c2cc3cc4ccc(C)cc4nc3s2)c1 the results were KDM5B inh 11%.
OCCNC(=S)NC12CC3CC(CC(C3)C1)C2 was read as KDM5B inh 17%.
For Cc1sc2nc(C(C)Sc3nnnn3C(C)(C)C)[nH]c(=O)c2c1C (stereo unspecified) the results were KDM5B inh -20%.
`CS(=O)(=O)N1CCCN(C(=O)CCc2ccccc2)c2ccccc21` gave KDM5B inh -3%.
Cc1ccc2nc(-c3cccnc3)cc(C(=O)Nc3ccccc3[N+](=O)[O-])c2c1 was read as KDM5B inh -17%.
`CC(C)c1cnc2c(c1SCc1ccc([N+](=O)[O-])cc1)c(=O)n(C)c(=O)n2C` gave KDM5B inh -29%.
CCOC(=O)c1cnc2ccc(OC)cc2c1Nc1ccccc1OC was read as KDM5B inh 3%.
`CN(C(=O)CSc1ccc2c(c1)OCCCO2)c1ccccc1` gave KDM5B inh 5%.
For CCCN1CCC(NC(=O)c2cccc(Oc3ccccc3)c2)CC1 the results were KDM5B inh -3%.
`CCCn1c(C)cnc1CC1CCCN(C(=O)c2ccc(OC)cc2)C1` (stereo unspecified) gave KDM5B inh -28%.
Cn1c(NCc2ccccc2Cl)nc2c1c(=O)n(Cc1ccc(Cl)cc1)c(=O)n2C was read as KDM5B inh -1%.
Screening Cc1cc(CS(=O)(=O)Cc2ccc(Cl)cc2)on1 returned KDM5B inh -9%.
O=C(c1ccc2c(c1)N(Cc1ccccc1F)C(=O)c1ccccc1S2(=O)=O)N1CCOCC1 was read as KDM5B inh -52%.
O=C(Nc1ccccc1N1CCOCC1)C1=NN(c2c(F)c(F)cc(F)c2F)C(=O)CC1 was read as KDM5B inh -3%.
O=C1Nc2ccccc2OCC12CCN(Cc1ccc(F)cc1)CC2 was read as KDM5B inh -11%.
Screening O=C1Nc2ccccc2CC12CCCN2Cc1ccc(Cl)cc1 (stereo unspecified) returned KDM5B inh inconclusive.
For CC(NC(=O)CNC(=O)c1ccc(N2CCCC2=O)cc1)c1ccc(Cl)c(Cl)c1 (stereo unspecified) the results were KDM5B inh 14%.
Screening COc1cccc(NS(=O)(=O)c2ccc3[nH]cc(C(=O)NC(C)c4ccccc4)c(=O)c3c2)c1 (stereo unspecified) returned KDM5B inh 16%.
For CNC(=O)[C@@H]1C[C@H](n2cc(CNC(=O)Nc3ccc(Cl)cc3)nn2)CN1 the results were KDM5B inh -22%.
`Cc1c(CCC(=O)NCc2nc(-c3ccccc3)no2)c(=O)oc2cc(O)ccc12` gave KDM5B inh inconclusive.
CN1C(=O)C(CC(=O)N2CCNCC2)(Cc2ccccc2)c2ccccc21 (stereo unspecified) was read as KDM5B inh -28%.
`COc1ccc(-c2nc(CC3CCN(C(=O)c4n[nH]c(=O)c5ccccc45)C3)no2)cc1` (stereo unspecified) gave KDM5B inh 28%.
COc1cc(Cl)c(C)cc1NS(=O)(=O)c1cc(-c2n[nH]c(=O)c3c2CCCC3)ccc1C was read as KDM5B inh 20%.
Screening O=C1[C@H]2CN(Cc3ccccc3Br)C[C@H]2C(=O)N1Cc1ccc2c(c1)OCO2 returned KDM5B inh -8%.
For COc1ccc2nc(SCC(=O)Nc3ccccc3C(=O)Nc3ccc4c(c3)OCO4)[nH]c2c1 the results were KDM5B inh 18%.
COCC(=O)N[C@H]1C[C@@H](CO)N(Cc2sccc2C)C1 was read as KDM5B inh 16%.
`CC(C)(C)N(Cc1ccccc1)C(=O)COC(=O)c1ccc([N+](=O)[O-])o1` gave KDM5B inh -25%.
For COc1ccc(C(=O)N2CCCC(O)(CN3CCCC3)C2)cc1Cl (stereo unspecified) the results were KDM5B inh inconclusive.
`COc1ccc(C(=O)N2CCC23Cc2ccccc2NC3=O)cc1` (stereo unspecified) gave KDM5B inh 0%[86.2 µM].
CCCn1nc(C)cc1CN(C)C(=O)Cn1nc2n(c1=O)CCC(N)CC2 (stereo unspecified) was read as KDM5B inh -25%.
`CCOC(=O)CNC(=O)NCc1cccn1Cc1cccc(C)c1` gave KDM5B inh -22%.
For Cc1cnc(CN(C)C(=O)C2CCCN(C3CCN(Cc4ccncc4)CC3)C2)[nH]1 (stereo unspecified) the results were KDM5B inh -3%.
Screening Cc1cc(=O)oc2cc(OC(=O)CCCOc3ccccc3)ccc12 returned KDM5B inh 69%[activator].
`O=C(NCc1ccccc1Cl)c1cc(=O)[nH]c2ccc(S(=O)(=O)N3CCCCC3)cc12` gave KDM5B inh 8%.
For Cc1ccc(S(=O)(=O)N2CCN(C(=O)Cc3c(C)nn(C)c3C)CC2)cc1 the results were KDM5B inh 22%.
`Cc1ccc(-c2csc(=S)n2CC(=O)O)cc1` gave KDM5B inh 14%.
`O=c1cc(C(F)(F)F)nc(-c2ccccc2OC(F)(F)F)[nH]1` gave KDM5B inh 14%.
O=C(NCc1ccccc1)C(=O)Nc1cccc2[nH]ccc12 was read as KDM5B inh -13%.
Screening Cc1ccccc1NC(=O)N1CC(C(=O)N(C)C)C2(CCOCC2)C1 (stereo unspecified) returned KDM5B inh -1%.
Screening CC(C)Oc1ccc(C(=O)Nc2ccc3oc(-c4ccncc4)nc3c2)cc1 returned KDM5B inh -6%&-25%.
COc1ccc(CN2CCCC23Cc2ccccc2CNC3=O)cc1F (stereo unspecified) was read as KDM5B inh 22%[115 µM].
For O=C(NCc1cccnc1)C1CN(S(=O)(=O)c2cccnc2)CC12CCCCC2 (stereo unspecified) the results were KDM5B inh -4%.
Screening CCCc1nn2c(=O)cc(COC(=O)c3ccc(NC(=O)C(C)Oc4ccccc4)cc3)nc2s1 (stereo unspecified) returned KDM5B inh 19%&-50%.
COc1ccc(CCNC(=O)Cc2c(C)c3c(cc(C)c4c(C)coc43)oc2=O)cc1 was read as KDM5B inh -15%.
CC(=O)N1CCN(C(=O)C[C@@H]2C[C@@H](C(C)C)[C@H](CNC(=O)C3CC3)C=C2C)CC1 was read as KDM5B inh -6%[86.2 µM].
CCn1c(COc2ccc(OC)cc2)nnc1SC(C)C(=O)Nc1ccc2c(c1)OCO2 (stereo unspecified) was read as KDM5B inh 13%.
`O=C(Cc1c[nH]c2ccccc12)NC1CCCNC1=O` (stereo unspecified) gave KDM5B inh -3%.
Screening COc1ccc2c(c1)CC(C(=O)NCCN1CCN(c3cccc(C)c3C)CC1)CO2 (stereo unspecified) returned KDM5B inh 1%.
CCOc1ccc(C(=O)N2CCN(c3cc(-c4ccc(Cl)cc4)[nH]n3)CC2)cc1 was read as KDM5B inh -7%.
Screening COc1ccc(OCC(=O)Nc2c(C(=O)N3CCN(c4ccccc4)CC3)oc3ccccc23)cc1 returned KDM5B inh -15%.
`COc1ccccc1/C=C/c1nc(C#N)c(NCCCN(C)C)o1` gave KDM5B inh inconclusive.
`O=C(COc1ccc(F)cc1)NCCc1c[nH]c2ccccc12` gave KDM5B inh -8%.
Screening O=C(c1ccc(F)cc1Cl)N1CCC(n2cc(-c3nc(-c4ccccc4)no3)nn2)C1 (stereo unspecified) returned KDM5B inh -7%.
O=C(CSc1nnc(-c2ccc([N+](=O)[O-])cc2)o1)Nc1ccccc1 was read as KDM5B inh -9%.
NC(=O)CN1CCN(c2cccc(Cl)c2)CC1 was read as KDM5B inh 15%.
COCCc1nc(CNC(=O)c2ccc3nc(C4CCCCC4)oc3c2)no1 was read as KDM5B inh 25%.
For O[C@@H]1CCN(Cc2nc(C3(O)CCN(CC4CCCCC4)CC3)cs2)C1 the results were KDM5B inh -15%[86.2 µM].
For COC(=O)c1c(SC)nc2ccccc2c1OCc1cccc(C)c1 the results were KDM5B inh -9%.
`CCN(CC)CC(C)CNC(=O)CN1C(=O)CSc2ccc(S(=O)(=O)N3CCOCC3)cc21` (stereo unspecified) gave KDM5B inh -21%.
COc1cc(Cl)ccc1-c1nc(C2CC(=O)N(C3CCCCC3)C2)no1 (stereo unspecified) was read as KDM5B inh -28%.
Screening Cc1cccc(CSc2cn(CC(=O)N3CCCCCC3)c3ccccc23)c1 returned KDM5B inh inconclusive.
CCOc1ccc(NC(=O)CCCc2nc(-c3cccc(OC)c3)no2)cc1 was read as KDM5B inh -16%.
Screening CCCCn1c(=O)[nH]c(=O)c2c1nc(COC(=O)/C=C/c1cc(Cl)c(OC)c(OC)c1)n2C returned KDM5B inh -3%.
`CCCCc1c(C)nc2c(OC)cccc2c1SCC(=O)O` gave KDM5B inh inconclusive.
